# Screening data: PubChem BioAssay, several laboratories
# STAT3 act: IL-6 driven STAT3 reporter potentiators, primary screen, U3A cells, luciferase, luminescence, MLSCN library; IL-6 STAT3-luciferase reporter; 100% = signal with IL-6 EC80 alone; activation (% of control), % at 5.6 µM; hit rate 0.91% among 190,000;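 active = activation above the screen-wide mean of compound activation plus 3 SD, cut at about 130% in these data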;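 note: 0% = background luminescence of wells with medium and substrate only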
#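 Material: STAT1-lacking human U3A cells, STAT3 luciferase reporter | Benchmarks: IL-6-only wells as 100% reference | Probe or stimulus: IL-6 (33 ng/mL) | Timing: Compound 1 h, then IL-6 6 h at 37 °C | Detection: Luminescence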
# Redox H2O2 prof: compounds producing H2O2 with reducing agent – biochemical, NIH compound library profiling, artefact control for MLSCN library redox annotation, primary screen | DTT-dependent redox cycling H2O2, phenol red/HRP absorbance; 100% = 100 µM peroxide control, 0% = buffer | activation, % at 10 µM | hit rate 0.03% among 200,000;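 active = activation of at least 50% relative to the plate's high and low controls in the primary single-dose screen; inactive = activation below 50%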;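 note: compound incubated with DTT at 0.8 mM final as the reducing agent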
# Hsp70 activator: Hsp70 transcriptional activators, primary screen, cell-based, HeLa, Hsp70 promoter luciferase, luminescence, 10 µM; activation, % at 10 µM; hit rate 0.04% among 200,000; HeLa Hsp70 promoter luciferase reporter; scaled: vehicle 0, proteasome-inhibitor control 100%;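 active = activation above the mean across all tested compounds plus 3 SD, cutoff set per campaign, cut at about 5.5% in these data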;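 note: 100% = MG132 at 30 µM as the positive control and 0% = DMSO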
# NF-kB expr up: activators of NF-kB expression in neurons, primary screen, cell-based, HTS; AID 1239, 2008; fold change at 12.5 µM; human neuronal cells, NF-kB reporter expression; hits give high values; hit rate 1.6% among 190,000; in the data active = fold change above about 3.3
# STAT1 blocker: STAT1 signaling inhibitors, primary screen, cell-based, HTS, luciferase reporter | NIH 3T3 STAT1-luciferase reporter, IFN-gamma, luminescence | inhibition, % at 5.5 µM | hit rate 0.35% among 200,000 | AID 920, 2007;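 active = inhibition above a set limit, the mean inhibition across all tested compounds plus 3 SD, cut at about 34% in these data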;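 note: 0% = IFN-gamma with DMSO and 100% = IFN-gamma with 300 µM nifuroxazide; values of inactives mirror those of a sister screen read the other way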
# HMGR II inh: inhibitors of E. faecalis class II HMGR, primary screen, biochemical, Enterococcus faecalis | purified E. faecalis HMGR, NADPH absorbance 340 nm kinetic | inhibition, % at 10 µM | hit rate 0.41% among 190,000 | AID 1066, 2008;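 active = inhibition above a set limit, the median over all tested compounds plus 3 SD, cut at about 9.5% in these data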;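 note: enzyme runs in reverse so mevalonate oxidation gives rising NADPH absorbance; 0% = complete reaction with DMSO and 100% = background rate lacking mevalonate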
# STAT3 inh: IL-6 driven STAT3 reporter inhibitors, primary screen, U3A cells, luciferase, luminescence, MLSCN library. IL-6 STAT3-luciferase reporter; host cell line lacks STAT1. AID 862, 2007. hit rate 0.89% among 190,000. inhibition, % at 5.5 µM;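 active = inhibition above the mean inhibition across all screened compounds plus 3 SD, cut at about 44% in these data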;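 note: 0% = DMSO only wells and 100% = 100 µM nifuroxazide control wells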
# APP 5'UTR act: activators of APP 5'UTR luciferase reporter, primary screen, SH-SY5Y cells; activation, % at 2 µM; AID 1276, 2008; SH-SY5Y APP 5'UTR luciferase reporter, luminescence; zero percent = DMSO vehicle wells; hit rate 1% among 190,000;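 active = activation above a set limit, based on mean plus 3 SD of controls, cut at about 140% in these data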; note: values of inactives mirror those of a sister screen read the other way
# TLR4 MyD88 comp: inhibitors of TLR4-MyD88 association in cells, primary screen, cell-based, HeLa CL3-4, BLA complementation, FRET ratio. hit rate 0.18% among 200,000. inhibition, % at 8.4 µM. HeLa CL3-4 TLR4/MyD88 BLA complementation. Toll-like receptor 4 (Homo sapiens) + Myeloid differentiation primary response protein …; in the data active = inhibition above about 25%;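 note: 0% = vehicle and 100% = reference inhibitor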
# STAT1 activator: STAT1 signaling activators, primary screen, cell-based, HTS, luciferase reporter; AID 932, 2007; activation (% of control), % at 5.5 µM; NIH 3T3 STAT1-luciferase reporter, IFN-gamma, luminescence; 100% = IFN-gamma alone, no compound; hit rate 2.6% among 200,000;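 active = activation above the screen-wide mean activation plus 3 SD, cut at about 130% in these data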;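 note: raw ratio to IFN-gamma control signal so 100% means no change and 0% no light; values of inactives mirror those of a sister screen read the other way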
# * = called active by the depositor; . = no result given. Compounds were not picked by outcome; any-hit rate near 5.6%.
# A first look, 2 compounds:
SMILES,NF-kB expr up,STAT1 activator,STAT3 inh,STAT3 act,APP 5'UTR act,HMGR II inh,STAT1 blocker,TLR4 MyD88 comp,Hsp70 activator,Redox H2O2 prof
CCOc1cc(-c2nc(C)c(C(C)=O)n2O)ccc1OCC(=O)Nc1ccccc1,1,100,-1,106,-20,-1,2,-6,-0.2,0.2
CN1CCN(S(=O)(=O)c2ccc(NC(=O)Nc3cccc(Cl)c3)cc2)CC1,1.1,107,-6,108,2,-10,-7,-1,0.1,0.0

# All compounds of this part, previewed entries included:
SMILES,NF-kB expr up,STAT1 activator,STAT3 inh,STAT3 act,APP 5'UTR act,HMGR II inh,STAT1 blocker,TLR4 MyD88 comp,Hsp70 activator,Redox H2O2 prof
CCOc1cc(-c2nc(C)c(C(C)=O)n2O)ccc1OCC(=O)Nc1ccccc1,1,100,-1,106,-20,-1,2,-6,-0.2,0.2
CN1CCN(S(=O)(=O)c2ccc(NC(=O)Nc3cccc(Cl)c3)cc2)CC1,1.1,107,-6,108,2,-10,-7,-1,0.1,0.0
Cc1ccc(-n2c(SCC(=O)NCCN3C(=O)CSC3=O)nnc2-c2cccc(C)c2)cc1,1.2,100,-6,106,-1,0,-1,5,-0.3,0.0
COc1cc(NC(=O)Cc2c(C(=O)O)[nH]c3ccccc23)cc(OC)c1OC,1.1,104,-7,111,2,-3,-4,-25,-0.2,-3.7
Cc1cccc(NC(=O)CSc2nnnn2-c2ccc3c(c2)OCCO3)n1,1.1,97,-5,108,-19,-7,1,-9,-0.2,0.2
COc1nc(N(c2ccccc2)c2ccccc2)nc(-n2ccnc2)n1,0.81,101,2,102,-6,-1,-1,-3,-0.1,-1.2
COc1ccc(Nc2nc(C)cc(=O)[nH]2)c(OC)c1,1.2,95,6,93,-1,-4,5,-14,-0.2,0.1
CCOC(=O)C(CC)/C(C)=N/NC(=O)c1ccccc1[N+](=O)[O-] (configuration not stated),0.75,103,17,92,19,-7,-3,8,-0.3,-4.8
COc1ccccc1-c1cc(C(F)(F)F)nc(N2CCN(c3ccc(F)cc3)CC2)n1,1.2,97,3,97,-9,0,3,1,-0.3,3.3
O=C(O)CNC(=O)c1ccccc1Br,1.1,100,5,101,-2,-3,0,-1,-0.3,-1.0
Cc1cccc(Oc2ccc(C(=O)NC3CCSC3=O)cn2)c1C (configuration not stated),1.2,90,6,96,-3,-5,10,0,-0.3,-7.5
O=C(CCCN1C(=O)/C(=C\c2cccs2)SC1=S)NNC(=O)c1cccnc1,1.2,91,8,98,-20,-3,10,6,-0.3,-0.7
CCc1nnc(NC(=O)CSc2nnc(CNc3cccc(C)c3)n2-c2ccccc2)s1,1.2,107,5,99,-1,-3,-8,-13,-0.3,2.0
Cc1nn(C(C)C(=O)N2CCCCC2)c(=O)c2c1sc1ccccc12 (configuration not stated),0.88,99,16,91,-5,3,1,2,-0.1,-0.4
Cc1ccc(C(=O)N2CCN(C3c4cccc5cccc(c45)C3NS(=O)(=O)c3ccccc3)CC2)cc1 (configuration not stated),0.71,91,-7,110,0,-5,10,-5,1.3,1.8
CCOC(=O)c1ccccc1NC(=O)c1ccc2c(=O)n3c(nc2c1)CCCCC3,.,98,10,96,1,.,2,1,-0.3,-0.7
Cc1ccc(NC(=O)CCC2CC(C)(C)OC2=O)cc1 (configuration not stated),1.1,103,-2,105,12,3,-4,-1,0.1,-1.5
C=CCN1C(=O)C(CC(=O)Nc2ccccc2)SC1=Nc1ccc(S(N)(=O)=O)cc1 (configuration not stated),0.61,104,16,90,8,-6,-4,5,0.2,-4.3
O=S(=O)(NCc1cccnc1)c1ccc(Cl)nc1,1,99,-1,104,2,0,1,-2,1.1,2.4
OCCN(Cc1ccccc1)Cc1cccc(C(F)(F)F)c1,1,100,2,103,-9,-3,0,-4,-0.6,2.3
CCN(CC)CCOC(=O)c1ccc(NC(=O)CCNC(=O)Cn2ccc3ccccc3c2=O)cc1,0.97,99,8,96,5,0,2,-2,-0.1,-2.3
Cc1ccc(CNC(=O)C(=O)Nc2nccs2)cc1,1.4,104,5,102,11,4,-5,8,-0.2,0.2
COc1ccc(NC(=S)NCCc2c[nH]c3ccccc23)c(OC)c1,1.1,98,12,93,23,3,2,4,-0.5,0.1
Cc1ccc(C2(CC(=O)O)CCOC(C)(C)C2)cc1 (configuration not stated),1.2,105,3,100,6,0,-5,5,-0.2,0.5
N=C1c2ccccc2CN1NC(=O)c1cccc(S(=O)(=O)N2CCOCC2)c1,0.85,96,8,90,-5,-7,5,8,-0.4,0.1
CC1=NN(C(=O)c2ccc(Cn3nc(C)c([N+](=O)[O-])c3C)cc2)C(O)(C(F)(F)F)C1 (configuration not stated),1,99,6,94,17,-4,1,-6,-0.1,-0.1
Cc1cc(=O)[nH]c(/N=C(\N)Nc2ccc(SC(F)F)cc2)n1,1.1,99,12,93,-10,1,1,0,-0.4,-1.6
O=C(c1ccccc1)c1cccn1CC(=O)N1CCN(c2ccccc2)CC1,1.1,90,4,102,-4,-3,11,-11,-0.3,1.6
COc1ccc(-c2nc(C#N)c(N3CCc4ccccc4C3)o2)cc1OC,0.62,93,23,83,-14,-2,7,-12,-0.3,0.4
COc1cc(/C=C/C(=O)O)cc(S(=O)(=O)Nc2ccc(F)cc2)c1OC,1.1,92,-4,104,-21,0,9,-15,-0.3,0.0
COCCn1nnnc1C(c1cccs1)N1CCN(c2nc3ccccc3s2)CC1 (configuration not stated),0.68,107,0,102,0,2,-8,-14,0.1,-3.4
NNC(=O)CNC(c1ccccc1)c1cc(Br)ccc1NC(=O)CCN1CCOCC1 (configuration not stated),0.99,96,4,103,-7,-1,5,-15,-0.5,1.6
O=S(=O)(CC(CN1CCCC1)N1CCCC1)c1ccc2ccccc2c1 (configuration not stated),0.98,72,20,87,-10,0,31,7,0.2,0.9
O=C(CCC1CCCCC1)Nc1c2c(nn1-c1ccc(F)cc1)CS(=O)C2 (configuration not stated),1,100,-7,110,-15,-7,0,-4,-0.4,1.8
Nc1ccccc1-c1nnc(SCc2ccccc2Cl)[nH]c1=O,1.5,101,5,96,-9,-4,-1,0,0.0,0.2
CCN1C=CC2=C(C#N)C(N)C(C#N)(C#N)C(c3ccccc3C(F)(F)F)C2C1 (configuration not stated),1.1,95,0,103,68,-1,8,6,0.6,0.7
CCC(=O)NC(O)C(=O)c1ccc(C)cc1 (configuration not stated),1,102,5,96,-19,0,-6,0,-0.4,0.6
O=C(COC(=O)c1cc(=O)c2ccccc2o1)NCC1CCCCC1,1,96,0,101,-1,-7,4,6,0.0,-1.5
COc1ccc(OC)c(S(=O)(=O)N2CCC(C(=O)N3CCN(Cc4ccccc4)CC3)CC2)c1,0.92,86,22,85,8,-6,15,-8,-0.2,0.7
OC(CNCc1ccccc1C(F)(F)F)C(F)(F)F (configuration not stated),0.91,89,5,105,-13,-3,11,-9,-0.2,-0.6
COC(=O)Nc1ccc(Oc2ccccc2)cc1,1.5,112,9,95,7,-2,-13,6,-0.1,1.8
COc1ccccc1N(CC(=O)NC1CCCC1)C(=O)CCC(=O)Nc1cc(C)on1,1.2,95,-1,105,-6,-1,6,12,0.7,-0.5
CCOC(=O)c1c(-c2cccs2)csc1NC(=O)CN(CC)CC,1.2,107,-3,107,-7,-14,-8,-2,-0.1,2.3
Cc1ccc(-c2ccc(=O)n(CC(=O)Nc3cccc(C(=O)N4CCN(C)CC4)c3)n2)cc1,1.1,100,3,101,6,2,0,7,0.0,0.7
O=C(CSc1nnc2ccccn12)N1CCc2ccccc21,2.4,135*,-13,113,105,-4,-36,2,0.2,10
O=C(COc1ccccc1Cl)NC(=O)NC1CCCC1,2.9,127,14,93,76,-1,-30,-4,-0.2,-0.5
COc1ccccc1N1CCN(C(=O)CNC(=O)c2cn(-c3ccccc3OC)c(=O)c3ccccc23)CC1,1.4,106,9,96,35,0,-7,3,-0.2,-0.7
CCCN(CCC)c1nc(C#N)nc(N(CCC)CCC)n1,1,98,8,96,10,-2,1,4,-0.6,-1.0
Cc1nonc1OCCCNc1ccc([N+](=O)[O-])cc1Cl,1.7,125,19,88,-3,-5,-24,-3,-0.2,0.3
Cc1cccc(Nc2nnc(SC/C(O)=C(\C#N)c3nc4ccccc4[nH]3)s2)c1C,0.61,87,-63,148*,-8,1,16,-6,-0.4,0.1
N=c1nc(N)nc2n1NC(c1ccc(F)cc1)=CS2,1.2,122,17,88,-43,-4,-25,7,0.4,0.8
O=C(Nc1ccc(Cl)c(Cl)c1)OCc1cnc(Cl)s1,1.1,99,9,94,2,-5,1,-3,-0.2,-8.3
CC(=O)Nc1ccc(S(=O)(=O)NC2=NCN(CCOC(=O)c3ccccc3)CN2)cc1,1.1,101,7,98,24,4,-1,11,0.0,1.8
O=C(Nc1cccc([N+](=O)[O-])c1)Nc1ccc(Cl)cn1,0.9,116,18,89,-10,5,-19,-12,0.0,-0.4
O=C(COC(=O)c1ccccc1S(=O)(=O)N1CCCCC1)NCC(F)(F)F,1.1,100,4,99,1,2,0,5,-0.4,1.5
CCOC(=O)c1c(C)[nH]c(C(=O)C(C)OC(=O)c2oc3ccccc3c2COC)c1C (configuration not stated),0.95,96,-5,105,5,-2,3,6,-0.2,0.1
Cc1ccc(C2CC(c3cccc(C)c3)n3nc(N)nc3N2)cc1 (configuration not stated),0.92,101,-1,101,17,-8,-1,5,-0.2,-1.1
Cn1c(SCCCC(=O)c2ccc(Br)cc2)nnc1-c1ccncc1,0.87,94,15,89,7,-2,6,-2,0.2,-1.3
O=C(c1cccc(F)c1)N1CCC(N2CCCCCC2)CC1,1.1,108,5,100,-9,2,-8,0,-0.5,0.1
CCc1ccccc1NC(=S)N(CCN(C)C)Cc1cccs1,1.8,95,11,101,11,-2,4,19,-0.1,-0.4
COc1cccc(C2CC(c3ccc(C(C)C)cc3)n3nc(N)nc3N2)c1 (configuration not stated),1.1,102,6,99,0,-2,-3,1,-0.5,-0.3
COc1ccc(CCN(C(=O)C(F)(F)F)C(C(=O)NC2CCCCC2)c2ccc(C)s2)cc1 (configuration not stated),1.1,94,2,105,23,-4,6,-5,-0.2,-0.2
